# Assay outcomes deposited in PubChem BioAssay by National Center for Advancing Translational Sciences (NCATS).
# BLM inh = inhibitors of human Bloom syndrome helicase BLM | Potency, µM (highest dose often 56.1 µM), without a hit: at the top dose activity change, negative = inhibition, actives largely listed as inhibitors | recombinant BLM DNA unwinding, fluorescence dequenching | 350,000 compounds, 0.2% hits;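 note: potency is the fitted concentration of half-maximal effect; plate controls were vehicle for no effect and no enzyme for full effect; nearly all actives have a fitted effect of over 35% in size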
# POLB inh = blocks human DNA polymerase beta activity; P06746; Pol beta primer extension/strand displacement, fluorescence kinetic; Potency, µM (doses to about 114 µM), inactives show at the highest dose activity change, negative = inhibition, hits mostly inhibitors; 340,000 compounds, 1.3% hits; note: potency is the fitted concentration of half-maximal effect; % is set by controls: 0 for no effect and ±100 for the full control effect
#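 10 nM enzyme + cpd, 15 min RT; start with substrate 50 nM final; read 0 min and after 10 min RT. Corrected, normalized data; 4-parameter Hill curve fit.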
# POLK inh = inhibitors of human DNA polymerase kappa. Q9UBT6. purified Pol kappa, fluorescent DNA synthesis assay, 10 min. Potency, µM (top dose mostly 107 µM), for inactives: at the highest dose activity, negative = inhibition, actives largely listed as inhibitors. 400,000 compounds, 0.53% hits; note: potency is the fitted concentration of half-maximal effect; % is set by controls: 0 for no effect and ±100 for the full control effect
# Target sequence (Q9UBT6 whole entry, looked up): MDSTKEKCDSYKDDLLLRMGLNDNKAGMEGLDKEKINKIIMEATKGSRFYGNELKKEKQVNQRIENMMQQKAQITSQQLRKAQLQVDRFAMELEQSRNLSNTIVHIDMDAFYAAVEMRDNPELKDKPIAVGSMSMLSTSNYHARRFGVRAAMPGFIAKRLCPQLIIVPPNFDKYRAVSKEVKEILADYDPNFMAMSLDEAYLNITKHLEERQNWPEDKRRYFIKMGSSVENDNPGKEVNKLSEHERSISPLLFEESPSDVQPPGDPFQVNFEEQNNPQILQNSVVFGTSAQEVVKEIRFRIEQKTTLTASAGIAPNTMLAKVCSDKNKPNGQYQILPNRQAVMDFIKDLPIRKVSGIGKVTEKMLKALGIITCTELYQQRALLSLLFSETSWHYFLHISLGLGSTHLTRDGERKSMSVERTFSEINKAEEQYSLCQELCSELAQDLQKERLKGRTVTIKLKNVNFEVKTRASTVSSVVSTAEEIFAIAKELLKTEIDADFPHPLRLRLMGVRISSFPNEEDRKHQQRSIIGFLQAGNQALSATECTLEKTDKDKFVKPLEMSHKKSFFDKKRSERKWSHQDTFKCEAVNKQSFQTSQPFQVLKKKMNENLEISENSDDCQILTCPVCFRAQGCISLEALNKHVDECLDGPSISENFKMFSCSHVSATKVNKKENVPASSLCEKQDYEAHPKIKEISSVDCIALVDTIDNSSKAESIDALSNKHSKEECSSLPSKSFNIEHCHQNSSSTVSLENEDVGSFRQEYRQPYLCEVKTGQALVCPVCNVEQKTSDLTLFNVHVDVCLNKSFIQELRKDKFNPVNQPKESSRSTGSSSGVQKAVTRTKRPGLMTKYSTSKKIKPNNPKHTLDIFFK
#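 Pol kappa 10 nM + cpd, 15 min RT; start w/ substrate 50 nM final; fluorescence kinetic read, 0 and 10 min. Neg ctrl: buffer, no enzyme.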
# POLI inh = blocks human DNA polymerase iota activity | Q9UNA4 | Pol iota fluorescent replication assay, 10 min | Potency, µM (series often up to 115 µM), without a hit: at the highest dose activity, negative = inhibition, usual class: inhibitors | 390,000 compounds, 1% hits; note: potency is the fitted concentration of half-maximal effect
#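 Fluorescent replication assay read twice, at 0 min and 10 min after adding 50 nM (final) substrate. Enzyme (10 nM) and compounds were first incubated 15 min at room temperature; enzyme-free buffer wells were negative controls.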
# APE1 inh = blocks human APE1 abasic DNA cleavage; P27695; recombinant APE1, TAMRA/BHQ-2 abasic DNA cleavage fluorescence; Potency, µM (series often up to 65.8 µM), for the others: at the top dose activity change, negative = inhibition, hits mostly inhibitors; 350,000 compounds, 0.35% hits; AID 2517;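 note: potency is the fitted concentration of half-maximal effect; plate controls were vehicle for no effect and reference inhibitor for full effect; nearly all actives have a fitted effect of over 55% in size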
#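 Incision of a quenched TAMRA/BHQ-2 THF abasic-site duplex (50 nM) by 0.75 nM APE1, after 15 min compound preincubation, measured as fluorescence increase over three 60 s reads. Values normalized to buffer, DMSO and NSC13755 control wells.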
# ALOX12 inh = blocks human arachidonate 12S-lipoxygenase. P18054. 580,000 compounds, 1.1% hits. Potency, µM (doses to about 108 µM), for the others: top-dose activity change, negative = inhibition, actives largely listed as inhibitors. purified 12hLO, xylenol orange hydroperoxide absorbance; note: potency is the fitted concentration of half-maximal effect; % is set by controls: 0 for no effect and ±100 for the full control effect
#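 Purified human 12hLO at 150 nM in 25 mM Hepes, 0.01% Triton X-100, pH 7.0, preincubated 15 min at room temperature with compound. Reaction started with 40 uM arachidonic acid, 30 min at room temperature. Hydroperoxide measured by Fe-xylenol orange, 573/405 nm absorbance ratio.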
# ERG Ets-DNA blk = inhibitors of human ERG Ets domain-DNA interaction. 370,000 compounds, 0.028% hits. AID 624246. P11308. Potency, µM (doses to about 76.9 µM), for inactives: top-dose FP activity, negative = inhibition, actives largely listed as inhibitors. fluorescence polarization, His-ERG Ets domain / labelled DNA; active = well fitted inhibition curve with a large enough effect in the polarisation, with a control signal flat; inconclusive = small, poorly fitted or top-dose-only effect, or effect the other way, or a change in a side signal; inactive = no such curve, though single readings can be large or run the other way; the % refers to the polarisation;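 note: polarization taken with two DNA probes labelled with fluorescein and Texas red; potency is the fitted concentration of half-maximal effect; % of control where 0% means no effect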
#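 His-tagged ERG Ets domain (1 uM in the protein solution; 300mM KCl, 50mM Tris-HCl, 1mM EDTA, 1mM DTT, pH 7.5) received compound, then a probe mix of 5 nM fluorescein-DNA and 100nM Texas-615-DNA. Fluorescence polarization was read for both dyes.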
# Apoferritin bind = binds horse apoferritin like a general anesthetic | apoferritin/1-aminoanthracene competitive binding, fluorescence | Potency, µM (top dose mostly 77.5 µM), for inactives: at the highest dose activity change, negative = displacement, usual class: inhibitors | 350,000 compounds, 0.074% hits; note: potency is the fitted concentration of half-maximal effect; % is set by controls: 0 for no effect and ±100 for the full control effect; nearly all actives have a fitted effect of over 20% in size
# Target sequence (P02791 2-175 limits assumed): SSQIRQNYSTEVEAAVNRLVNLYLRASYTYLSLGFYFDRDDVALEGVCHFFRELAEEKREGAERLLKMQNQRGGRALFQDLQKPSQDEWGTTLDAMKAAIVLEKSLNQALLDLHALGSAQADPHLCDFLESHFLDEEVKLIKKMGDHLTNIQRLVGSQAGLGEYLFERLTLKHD
#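 10 uM apoferritin + 50% sat. 1-AMA, PBS; cpd 10 min RT; Ex380/Em535 endpoint; normalized to free probe vs complex; 4-param Hill fit; propofol titration as pos. ctrl.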
# TRHR agonist = activates the human TRH receptor; P34981; TRHR cells, calcium flux fluo-8, FDSS agonist mode; activation, % at 2 µM; 360,000 compounds, 0.18% hits; AID 493084; in the data active = activation above about 30%; note: 0% is about no effect
#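 Agonist-mode FDSS calcium read (Ex 480/Em 530, 1 s cycles) in 1536-well TRHR cells with fluo-8 dye, after 10-cycle baseline and 23 nL compound addition; TRH at EC20 (10 nM final) added afterwards for the enhancer phase.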
# Active calls of the source: *; ? = inconclusive; · = no result given; & = joins results of further samples; [ ] = another dose, or the depositor's remark. Unless noted, calls come from the whole dose curve; as a rule, active = well fitted curve in the direction sought with a large enough effect; inconclusive = small, poorly fitted or top-dose-only effect, or another doubt; inactive = no such curve, though single readings can be large; an effect the other way counts as inactive or inconclusive. These rows are one share of the data; rates above refer to the full screens.
Compound	BLM inh	POLB inh	POLK inh	POLI inh	APE1 inh	ALOX12 inh	ERG Ets-DNA blk	Apoferritin bind	TRHR agonist
Cc1ccc2nc(-c3ccccc3)cc(C(=O)NCCCn3ccnc3)c2c1	-7%	7%	-2%	12%	4%	10%&-10%	-5%	-14%	-0.5
Cc1c(C(=O)N2CCCCC2)sc(N)c1C#N	-1%	34%	-3%	22%	-3%	-6%	10%	-14%	-0.2
CSc1nc(-c2ccccc2)ccc1C(N)=O	1%	10%	-1%	-6%	4%	-7%	-6%	-13%	-0.1
COc1ccc(CNCc2ccco2)cc1OCc1ccccc1	2%	-14%	-12%	13%	-2%	?	·	?	0.0
Cc1ccsc1/C=N/Nc1ccc(Cl)nn1	-1%	7%	1%	29%	2%	0%	-9%	-11%	-0.1
Cc1cc(=O)oc2cc(OCC3CC(c4ccc(N(C)C)cc4)=NO3)ccc12 (stereo not drawn)	-2%	2%	-22%	8%	0%	0%	-3%	?	-0.7
CN(c1ccccc1)S(=O)(=O)c1ccc(C(=O)NCc2ccc(F)cc2)cc1	·	·	-5%	16%	-22%	-62%	-5%	·	·
O=C(O)CCCC(=O)N1CCC(C(O)(c2ccccc2)c2ccccc2)CC1	3%	2%	-4%	136%[activator]	5%	-9%	-2%	-3%	1.1
C#CCOCCOCCOCCNc1nc(N2CCN(C(=O)C([C@@H](C)O)n3cc([C@@H](N)CCCCN)nn3)CC2)nc(N2CCN(C(=O)[C@H](CCCCN)n3cc([C@@H](N)CC(N)=O)nn3)CC2)n1 (stereo partly drawn)	·	·	0%	-14%	4%	-14%	2%	·	·
COc1ccc(/C=C2\SC(=O)N=C2N)cc1OC	-5%	44%	-2%	-8%	21%	-2%	0%	-5%	-0.1
CC1(C(=O)CSc2ncn[nH]2)CCC(=O)O1 (stereo not drawn)	-3%	18%	·	·	-1%	·	·	-1%	0.3
COc1ccccc1OCC(=O)Nc1cccc(S(=O)(=O)NC2=NCCCCC2)c1	·	·	-8%	22%	7%	-1%	9%	·	-0.2
Cc1ccccc1CSc1ncc(Cl)c(C(=O)Nc2nc3ccc(F)cc3s2)n1	0%	0%	-21%	0%	·	-10%	1%	4%	0.2
O=C(OCCN1C(=O)c2cccc3c(N4CCOCC4)ccc(c23)C1=O)c1cc(Cl)cc(Cl)c1	-4%	20%	·	·	-5%	·	·	0%	0.2
COC(=O)CSc1nc2ccc(NC(=O)CSc3nnnn3Cc3ccccc3)cc2s1	-7%	2%	-15%	-5%	-8%	0%	1%	?	0.3
CCCCNC(=O)C(CC)Sc1nc2sc(C(=O)OC)c(C)c2c(=O)n1N (stereo not drawn)	-2%	23%	0%	-10%	14%	-14%	13%	-5%	·
O=C(COC(=O)c1cc(=O)[nH]c2ccccc12)Nc1ccccc1F	·	·	-1%	45%[activator]	32%	-13%	14%	·	·
O=[N+]([O-])c1ccc(NN=Cc2cccc3ccccc23)nc1	·	·	-7%	17%	·	?	-1%	·	·
CCCc1nc(NCc2ccccc2)c(C#N)c2c1CCCC2	-7%	-4%	2%	36%[activator]	5%	-6%	10%	-7%	0.4
CCOC(=O)c1c(C)[nH]c(C(=O)COC(=O)c2ccc(F)c(S(=O)(=O)N3CCOCC3)c2)c1C	-2%	1%	-9%	-8%	17%	6%	2%	-2%	2.1

# Only Apoferritin bind, POLI inh and POLK inh (3 entries from above):
SMILES	Apoferritin bind	POLI inh	POLK inh
COc1ccccc1OCC(=O)Nc1cccc(S(=O)(=O)NC2=NCCCCC2)c1	·	22%	-8%
Cc1ccccc1CSc1ncc(Cl)c(C(=O)Nc2nc3ccc(F)cc3s2)n1	4%	0%	-21%
O=C(OCCN1C(=O)c2cccc3c(N4CCOCC4)ccc(c23)C1=O)c1cc(Cl)cc(Cl)c1	0%	·	·

# The results go on:
Compound	BLM inh	POLB inh	POLK inh	POLI inh	APE1 inh	ALOX12 inh	ERG Ets-DNA blk	Apoferritin bind	TRHR agonist
COc1ccc(C(=O)NCCS(=O)(=O)NC2CCCC2)cc1	·	·	-1%	16%	28%	5%	-1%	·	-0.2
COc1ccc(Nc2oc(-c3ccc(OC)cc3)nc2C#N)cc1	-4%	17%	4%	21%	-1%	431%[activator]	6%	-1%	-0.5
Cn1c(=O)cc(OCCCC(=O)NCCN2CCN(c3ccccc3F)CC2)c2ccccc21	5%	-19%	-5%	23%	3%	5%	8%	-5%	0.0
COc1ccc(CNC(=O)CN2C(=O)NC(c3ccccc3)(c3ccccc3)C2=O)cc1	·	·	-11%	-9%	-22%	-14%	0%	·	·
COc1ccc(C(=O)COC(=O)CNC(=O)c2ccc(OC)cc2)cc1	-1%	2%	-11%	79%[activator]	-3%	8%	-9%	?	-0.4
CCOC(=O)N1CCC(NC(=O)CCC(=O)N2CCOc3ccc(C)cc32)CC1	2%	11%	2%	-5%	-10%	-7%	-8%	-19%	-0.4
COc1ccccc1NC(=O)Cc1noc(CN(C)Cc2cccs2)n1	0%	-12%	3%	-4%	-7%	0%	5%	-18%	-0.3
CN(C)S(=O)(=O)c1ccc(N=Cc2c(C(F)(F)F)[nH]n(C)c2=O)cc1	-5%	-20%	4%	37%[activator]	-4%	-4%	5%	4%	0.3
O=C(NC1(C(F)(F)F)NC(=O)N(CCc2ccccc2)C1=O)c1ccc(Cl)cc1 (stereo not drawn)	-9%	16%	-11%	?	·	?	1%	-14%	-0.1
Cc1ccc(NS(=O)(=O)c2cccc(C(=O)NN3CCOCC3)c2)cc1	-4%	4%	·	·	-10%	-11%	·	-3%	-0.1
O=C(COC(=O)c1ccc[n+]([O-])c1)Nc1cc([N+](=O)[O-])ccc1Cl	·	·	-2%	25%	-17%	?	7%	·	·
Cc1ccc(/C=C2\SC(=S)N(CCC(=O)N3CCOCC3)C2=O)cc1	3%	20%	2%	5%	22%	19%	11%	-2%	0.3
CCCOc1ccc(N2CC(C(=O)Nc3cccc(Cl)c3Cl)CC2=O)cc1 (stereo not drawn)	0%	-19%	-3%	69%[activator]	·	-37%	-1%	27%	1.8
COc1ccc(NC(=S)NCC(O)c2ccccc2)c(OC)c1 (stereo not drawn)	-1%	34%	-3%	6%	4%	?	2%	-3%	0.2
CC(=O)Nc1ccc(S(=O)(=O)n2nc(C)cc2C)cc1	1%	?	-9%	20%	3%	-11%	-9%	5%	0.2
COc1cccc(C(=O)N2CCc3cc(OC)c(OC)cc3C2COc2ccc3c(C)cc(=O)oc3c2)c1 (stereo not drawn)	-4%	13%	-8%	6%	·	6%	6%	-19%	-0.2
CCOc1ccc(NC(=O)CN(C)C(=O)Cn2c(=O)cnc3ccccc32)cc1OCC	·	·	7%	28%	49%	18%	15%	·	-0.2
O=C(CNc1cccc(S(=O)(=O)N2CCCC2)c1)Nc1ccc(F)c(F)c1	·	·	-20%	7%	-5%	-9%	8%	·	0.4
COc1ccc(/C=C2\SC(=O)N(CCNC(=O)Cc3coc4cc(OC)ccc34)C2=O)cc1	2%	4%	-11%	18%	3%	?	-2%	-9%	0.3
Cn1c(=O)[nH]c(=O)c2c1nc(CN1CCN(c3ccc(F)cc3)CC1)n2CCc1ccccc1	-6%	6%	0%[60.1 µM]	18%	11%	?	·	-3%	-1.5
COc1ccc(-n2nc(C(=O)Nc3cc(C)c(Cl)cc3OC)c3c4ccccc4n(C)c3c2=O)cc1	0%	1%	-22%	16%	·	-18%	1%	2%	0.6
Cc1cc(=O)oc2cc(OCC(=O)N3CC[C@@]4(O)CCCC[C@H]4C3)ccc12	2%	16%	5%	29%	27%	-13%	-7%	-4%	0.4
O=C(CN=C1NS(=O)(=O)c2ccccc21)OCC(=O)c1ccccc1	3%	-23%	-4%	-3%	1%	2%	0%	2%	-0.3
CCCNC(=O)NCc1ccc(N2CCCC2=O)cc1	-3%	-23%	-19%	6%	-5%	-13%	4%	3%	0.7
COc1cc(CNCc2ccc(C)cc2)cc(OC)c1OC	3%	-18%	-7%	-4%	34%	?	1%	-7%	-0.2
O=C(C[n+]1cccc(/C=N/O)c1)N1CCCc2ccccc21	-10%	28%	-4%	79%[activator]	0%	-13%	2%	-3%	0.0
Nc1cc(S(=O)(=O)O)cc([N+](=O)[O-])c1O	-1%	-14%	28µM*	7.9µM*	-9%	-4%	3%	-4%	0.5
Cc1ccccc1NC(=O)COC(=O)COc1ccc2c(c1)CCC2	·	·	-1%	25%	-2%	-18%	8%	·	-0.4
CN(C)CC/C=C1/c2ccc(F)cc2Sc2ccc(Cl)cc21	·	·	0%	-16%	·	?	-8%	·	·

# Random excerpt: 3 entries already listed, in no set order.
Compound	BLM inh	POLB inh	POLK inh	POLI inh	APE1 inh	ALOX12 inh	ERG Ets-DNA blk	Apoferritin bind	TRHR agonist
CCOC(=O)c1c(C)[nH]c(C(=O)COC(=O)c2ccc(F)c(S(=O)(=O)N3CCOCC3)c2)c1C	-2%	1%	-9%	-8%	17%	6%	2%	-2%	2.1
COc1ccc(C(=O)NCCS(=O)(=O)NC2CCCC2)cc1	·	·	-1%	16%	28%	5%	-1%	·	-0.2
COc1ccc(Nc2oc(-c3ccc(OC)cc3)nc2C#N)cc1	-4%	17%	4%	21%	-1%	431%[activator]	6%	-1%	-0.5
